High-throughput results deposited in PubChem by Broad Institute.
CASP6 VEID inh: inhibitors of human caspase-6. P55212. purified caspase-6, Z-VEID-R110 cleavage fluorescence. inhibition, % at 12.5 µM. hit rate 0.53% among 350,000. AID 686996;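 active means mean inhibition across replicates at least about 35%, with every replicate also reaching that limit, limit read from the data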;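 further: 0% = median of neutral control wells and 100% = no fluorescence left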
Target sequence (P55212 24-179 limits assumed): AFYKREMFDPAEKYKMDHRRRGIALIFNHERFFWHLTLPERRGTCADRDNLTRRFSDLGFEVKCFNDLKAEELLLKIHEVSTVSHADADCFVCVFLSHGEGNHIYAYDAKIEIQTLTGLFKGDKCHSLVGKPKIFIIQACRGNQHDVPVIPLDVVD
Target sequence (P55212 194-293 limits assumed): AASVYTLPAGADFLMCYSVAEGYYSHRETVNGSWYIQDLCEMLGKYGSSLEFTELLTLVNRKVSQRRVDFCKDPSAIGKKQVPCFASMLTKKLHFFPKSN
S100A4 inh HTS: S100A4-myosin IIA interaction inhibition; S100A4/TAMRA-MyoIIA peptide fluorescence polarization; inhibition, % at 10.7 µM; hit rate 0.14% among 360,000; AID 652163;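 active means mean inhibition of at least 70% across replicates, with every replicate also reaching that level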
Target sequence (P26447 whole entry, looked up): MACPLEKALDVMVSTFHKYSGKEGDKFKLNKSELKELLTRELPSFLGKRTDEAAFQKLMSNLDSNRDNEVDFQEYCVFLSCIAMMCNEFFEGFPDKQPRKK
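Compound dosing: one dose per compound; test system: human S100A4 monomer with TAMRA-labelled myosin IIA peptide; probe or stimulus: TAMRA-labelled myosin IIA heavy-chain peptide probe, 5 nM; medium: HEPES buffer with Ca2+, pH 7.2; schedule: 5 min incubation before reading; benchmarks: neutral control DMSO, positive control TFP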
esBAF inh: SWI/SNF esBAF complex inhibition | mouse ES cells, Bmi1-luciferase knock-in reporter, 24 h; 100% = twice the neutral-well signal | reporter increase, % at 12.5 µM | hit rate 2% among 350,000 | AID 602393; in the data active means activation above about 40%;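 further: 0% = median of the plate's neutral control wells and 100% = double that signal; a rise in the Bmi1 reporter signal indicates esBAF inhibition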
SIRT5 inh: blocks human SIRT5 desuccinylation of peptide; Purified SirT5, succinyl-peptide AMC, trypsin-coupled fluorescence; hit rate 1.1% among 330,000; inhibition, % at 15 µM; in the data active means inhibition above about 15%
Target sequence (Q9NXA8 whole entry, looked up): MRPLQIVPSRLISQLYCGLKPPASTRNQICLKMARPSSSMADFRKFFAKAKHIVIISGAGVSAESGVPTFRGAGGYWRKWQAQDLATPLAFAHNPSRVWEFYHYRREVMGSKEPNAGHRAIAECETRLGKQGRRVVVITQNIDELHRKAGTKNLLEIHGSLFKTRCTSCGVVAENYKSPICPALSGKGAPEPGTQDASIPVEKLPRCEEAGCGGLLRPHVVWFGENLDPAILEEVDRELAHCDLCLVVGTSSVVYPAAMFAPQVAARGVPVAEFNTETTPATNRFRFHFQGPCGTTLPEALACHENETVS
C2C12 statin: protects C2C12 myotubes from simvastatin toxicity. ATP luminescence, 48 h; scaled: DMSO 0, geranylgeraniol control 100. rescue of ATP level, % at 7.49 µM. hit rate 0.78% among 330,000. AID 602340;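 active means mean ATP rescue above about 67%, or every replicate alone reaching that limit, limit read from the data, passing the limit was not always enough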;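 further: myotubes were challenged with 10 µM simvastatin during compound exposure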
FN deposit inh: fibronectin deposition inhibition; AH1F fibroblasts, Alexa488-fibronectin deposition fluorescence, overnight; inhibition, % at 12.6 µM; hit rate 0.086% among 350,000; AID 743247;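 active means mean inhibition across replicates of 30% or more, regardless of how many single replicates reach that level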;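 further: positive control wells lacked labelled fibronectin entirely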
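Schedule: 1 h cell adhesion before compound, then overnight fibronectin incubation; test system: AH1F fibroblast monolayer depositing Alexa488-labelled fibronectin into matrix; quantity: 10000 AH1F cells per well; probe or stimulus: fluorescent fibronectin at 24 nM final; signal: fluorescence, ex 485 nm, em 525 nm; evaluation: percent inhibition as loss of matrix-bound fibronectin fluorescence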
LGR2 inh: Drosophila LGR2 receptor signaling inhibition | AID 720647 | inhibition, % at 9.99 µM | HEK293 LGR2, CRE-luciferase, bursicon-stimulated, 4 h | hit rate 0.35% among 380,000;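 active means drop in luminescence signal, shown as inhibition above about 50% in the replicate tests, limit read from the data, passing the limit was not always enough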;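 further: agonist challenge used bursicon conditioned medium at about half maximal strength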
* = called active by the depositor. The list is partial; the hit share may differ from the screen's.

O=C(N/N=C/c1ccco1)c1cc(-c2ccncc2)nc2ccccc12 was read as CASP6 VEID inh 12, S100A4 inh HTS 0, SIRT5 inh 4, FN deposit inh 2 and LGR2 inh -14.
For C[C@@H]1CCCCO[C@@H](CN(C)C(=O)CCCN(C)C)[C@H](C)CN([C@@H](C)CO)C(=O)c2cc(NS(=O)(=O)c3cn(C)cn3)ccc2O1 the results were CASP6 VEID inh 0, S100A4 inh HTS 11, esBAF inh 0, SIRT5 inh 1 and LGR2 inh -8.
For COc1ccccc1C(=O)C1CCCN(C(=O)c2ccc(C(C)=O)s2)C1 (configuration not stated) the results were CASP6 VEID inh 0, S100A4 inh HTS 23, SIRT5 inh -1, FN deposit inh -2 and LGR2 inh -2.
Cc1ccc(N2CC(NS(=O)(=O)c3cc(F)ccc3F)CC2=O)cc1C (configuration not stated) was read as CASP6 VEID inh 7, S100A4 inh HTS 2, esBAF inh 7, SIRT5 inh -19, C2C12 statin -6 and LGR2 inh -6.
C[C@H](NC(=O)N1CCn2c1nc1ccccc12)C(=O)NCC1CCCO1 (some centres not stated) was read as CASP6 VEID inh -6, S100A4 inh HTS -1, esBAF inh 4, SIRT5 inh 0, C2C12 statin 18, FN deposit inh -5 and LGR2 inh -11.
For Cc1cccc(N(C)c2cc(C)nc3ncnn23)c1 the results were CASP6 VEID inh -1, S100A4 inh HTS -5, esBAF inh 7, C2C12 statin 2, FN deposit inh 4 and LGR2 inh 35.
Screening CCOC(=O)C1=C(COC(=O)COc2ccc(Br)cc2)NC(=O)NC1C (configuration not stated) returned CASP6 VEID inh 3, S100A4 inh HTS -5, esBAF inh -1, SIRT5 inh 1, C2C12 statin -2, FN deposit inh 1 and LGR2 inh -11.
Screening C[C@@H]1CN([C@@H](C)CO)C(=O)c2cc(N(C)C)ccc2O[C@@H](C)CCCCO[C@@H]1CN(C)C(=O)Nc1ccccc1 returned CASP6 VEID inh 4, S100A4 inh HTS 7, esBAF inh -5, SIRT5 inh 16*, C2C12 statin 17 and LGR2 inh 6.
Cc1ccc(Cl)c(NC(=O)COC(=O)c2nn(-c3ccccc3)cc2O)c1Cl was read as CASP6 VEID inh -1, S100A4 inh HTS -17, esBAF inh 13, SIRT5 inh -17, C2C12 statin 3, FN deposit inh -5 and LGR2 inh -1.
For O=C(OCc1ccccc1Cl)c1cccnc1Cl the results were CASP6 VEID inh 0, S100A4 inh HTS 27, esBAF inh 4, SIRT5 inh 1, C2C12 statin 26, FN deposit inh -8 and LGR2 inh -5.
Screening COc1cc(OC)c(C(=O)N/N=C/c2ccoc2)cc1OC returned CASP6 VEID inh 0, S100A4 inh HTS 1, esBAF inh 2, SIRT5 inh -1, C2C12 statin 4, FN deposit inh 1 and LGR2 inh -12.
`CCCNC(=O)C[C@H]1CC[C@H]2[C@H](COc3ccc(NC(=O)c4cccc(Cl)c4)cc3C(=O)N2C)O1` gave esBAF inh 4, C2C12 statin 31, FN deposit inh -15 and LGR2 inh 6.
For Cc1c(Br)c([N+](=O)[O-])nn1CC(=O)NCCc1ccc(Cl)cc1 the results were CASP6 VEID inh 0, S100A4 inh HTS 2, esBAF inh -13, SIRT5 inh -4, C2C12 statin -14, FN deposit inh 0 and LGR2 inh 14.
`CCOC(=O)CN1CC23C=CC(O2)C(C(=O)Nc2ccc(F)cc2)C3C1=O` (configuration not stated) gave esBAF inh -5, C2C12 statin 97* and FN deposit inh 3.
CC(C)NC(=O)Nc1ccc2c(c1)C(=O)N([C@H](C)CO)C[C@H](C)[C@H](CN(C)S(=O)(=O)c1ccc(Cl)cc1)OCCCC[C@H](C)O2 was read as CASP6 VEID inh -1, S100A4 inh HTS -31, esBAF inh -1, SIRT5 inh -1, FN deposit inh -7 and LGR2 inh 10.

Reprinted from the entries so far (8 entries):
O=C(N/N=C/c1ccco1)c1cc(-c2ccncc2)nc2ccccc12 was read as CASP6 VEID inh 12, S100A4 inh HTS 0, SIRT5 inh 4, FN deposit inh 2 and LGR2 inh -14.
For C[C@@H]1CCCCO[C@@H](CN(C)C(=O)CCCN(C)C)[C@H](C)CN([C@@H](C)CO)C(=O)c2cc(NS(=O)(=O)c3cn(C)cn3)ccc2O1 the results were CASP6 VEID inh 0, S100A4 inh HTS 11, esBAF inh 0, SIRT5 inh 1 and LGR2 inh -8.
For COc1ccccc1C(=O)C1CCCN(C(=O)c2ccc(C(C)=O)s2)C1 (configuration not stated) the results were CASP6 VEID inh 0, S100A4 inh HTS 23, SIRT5 inh -1, FN deposit inh -2 and LGR2 inh -2.
Cc1ccc(N2CC(NS(=O)(=O)c3cc(F)ccc3F)CC2=O)cc1C (configuration not stated) was read as CASP6 VEID inh 7, S100A4 inh HTS 2, esBAF inh 7, SIRT5 inh -19, C2C12 statin -6 and LGR2 inh -6.
C[C@H](NC(=O)N1CCn2c1nc1ccccc12)C(=O)NCC1CCCO1 (some centres not stated) was read as CASP6 VEID inh -6, S100A4 inh HTS -1, esBAF inh 4, SIRT5 inh 0, C2C12 statin 18, FN deposit inh -5 and LGR2 inh -11.
For Cc1cccc(N(C)c2cc(C)nc3ncnn23)c1 the results were CASP6 VEID inh -1, S100A4 inh HTS -5, esBAF inh 7, C2C12 statin 2, FN deposit inh 4 and LGR2 inh 35.
Screening CCOC(=O)C1=C(COC(=O)COc2ccc(Br)cc2)NC(=O)NC1C (configuration not stated) returned CASP6 VEID inh 3, S100A4 inh HTS -5, esBAF inh -1, SIRT5 inh 1, C2C12 statin -2, FN deposit inh 1 and LGR2 inh -11.
Screening C[C@@H]1CN([C@@H](C)CO)C(=O)c2cc(N(C)C)ccc2O[C@@H](C)CCCCO[C@@H]1CN(C)C(=O)Nc1ccccc1 returned CASP6 VEID inh 4, S100A4 inh HTS 7, esBAF inh -5, SIRT5 inh 16*, C2C12 statin 17 and LGR2 inh 6.

Going on with the list:
CCc1nnc(NC(=O)C2CCN(C(=O)c3ccco3)CC2)s1 was read as CASP6 VEID inh -2, S100A4 inh HTS 1, esBAF inh 4, SIRT5 inh -2, C2C12 statin 4, FN deposit inh -9 and LGR2 inh -6.
`CNC[C@H]1Oc2cc(-c3ccncc3)ccc2S(=O)(=O)N([C@H](C)CO)C[C@@H]1C` gave esBAF inh -3, C2C12 statin 7, FN deposit inh 3 and LGR2 inh 11.
Screening Cc1ccc(S(=O)(=O)N2Cc3ccccc3CC2C(=O)N(C)C)cc1 (configuration not stated) returned CASP6 VEID inh 0, S100A4 inh HTS 9, esBAF inh -9, SIRT5 inh -36, C2C12 statin -15, FN deposit inh 5 and LGR2 inh -19.
Screening COc1ccccc1C(=O)C1CCCN(C(=O)CCC(=O)c2ccccc2)C1 (configuration not stated) returned CASP6 VEID inh 3, S100A4 inh HTS -4, SIRT5 inh -4 and LGR2 inh -1.
For COc1cccc(C(NC(C)=O)c2nc(-c3ccc(N(C)C)cc3)cs2)c1 (configuration not stated) the results were CASP6 VEID inh -4, S100A4 inh HTS 7, esBAF inh -2, C2C12 statin 3, FN deposit inh 2 and LGR2 inh -17.
CCNC(=S)N1CCC(c2nc3ccccc3s2)CC1 was read as esBAF inh 7, C2C12 statin 39 and LGR2 inh 12.
For O=C(/C=C/Nc1ccc(F)c(F)c1)c1ccc(Br)cc1 the results were CASP6 VEID inh -2, S100A4 inh HTS -1, SIRT5 inh 1, FN deposit inh 3 and LGR2 inh -119.
Screening CCOC(=O)c1c(C)[nH]c(C(=O)N2CCN(C(=O)OCC)CC2)c1C returned CASP6 VEID inh 2, S100A4 inh HTS 22, esBAF inh 5, SIRT5 inh -7, C2C12 statin -26, FN deposit inh 5 and LGR2 inh -4.
Screening Cc1cccn2c(CNCC(C)Oc3cccnc3)c(C(=O)N3CCOCC3)nc12 (configuration not stated) returned CASP6 VEID inh -4, S100A4 inh HTS 5, esBAF inh -2, SIRT5 inh -1, C2C12 statin 3, FN deposit inh -6 and LGR2 inh -11.
`Cc1ccc(C(=O)Nc2nc(=O)n(C)s2)cc1` gave esBAF inh 23, C2C12 statin 10 and FN deposit inh -3.
`Cn1cnc(S(=O)(=O)N2CCCCN3[C@H](C2)[C@@H](c2ccc(C#CC4CCCC4)cc2)[C@@H]3CO)c1` gave CASP6 VEID inh -3, S100A4 inh HTS -8, esBAF inh -2, SIRT5 inh 4, C2C12 statin -19 and LGR2 inh 5.
CCN1C(=O)CC(NNC(=O)c2ccc(Cl)cc2)C1=O (configuration not stated) was read as esBAF inh -4, C2C12 statin 12 and FN deposit inh 3.
`COc1cccc(/C=N/NC(N)=S)c1OCc1ccccc1Cl` gave CASP6 VEID inh -1, S100A4 inh HTS -3, SIRT5 inh -2 and LGR2 inh -6.
`CC(C)(C)C(=O)CSc1ncnc2sc3c(c12)CCC3` gave CASP6 VEID inh 3, S100A4 inh HTS -3, SIRT5 inh -4 and FN deposit inh 8.
For O=C(/C=C/c1ccc2c(c1)OCO2)N1CCN(c2n[nH]c(=O)[nH]c2=O)CC1 the results were CASP6 VEID inh 1, S100A4 inh HTS -1, esBAF inh 6, SIRT5 inh -4, C2C12 statin 9, FN deposit inh 2 and LGR2 inh -2.
C[C@H](CO)N1C[C@H](C)[C@@H](CN(C)C(=O)Nc2ccccc2)Oc2c(NC(=O)Nc3cccc4ccccc34)cccc2C1=O was read as S100A4 inh HTS -4, esBAF inh -3, SIRT5 inh 2, C2C12 statin 16 and LGR2 inh 21.
For CC(C)(C)C(=O)N1CCN(S(=O)(=O)c2ccc3c(c2)OCCCO3)CC1 the results were CASP6 VEID inh 0, S100A4 inh HTS -1, esBAF inh 24, SIRT5 inh -2, C2C12 statin -1, FN deposit inh -3 and LGR2 inh 8.
`CCN(C(=O)c1cn(C)c(=O)c2cc(OC)c(OC)cc12)c1cc(C)ccc1C` gave esBAF inh -2, C2C12 statin 12 and FN deposit inh 0.
Screening O=C(NCc1ccccc1Cl)C1CCCN1C(=O)Nc1ccccc1 (configuration not stated) returned CASP6 VEID inh 2, S100A4 inh HTS -2, esBAF inh -3, SIRT5 inh -5, C2C12 statin 17, FN deposit inh 0 and LGR2 inh 13.
CC(C)(C)NC(=O)C(c1ccccn1)N(C(=O)C1CSC(=O)C1)c1ccc(F)cc1 (configuration not stated) was read as esBAF inh -7, C2C12 statin 6 and FN deposit inh 9.
`COc1ccc(CN(C)C[C@H]2Oc3ccc(NC(=O)Cc4ccccc4)cc3C(=O)N([C@@H](C)CO)C[C@H]2C)cc1` gave CASP6 VEID inh -7, S100A4 inh HTS 6, esBAF inh -6, SIRT5 inh 3, C2C12 statin 17 and LGR2 inh 8.
Screening COc1ccc(S(=O)(=O)NC(C)C(=O)Nc2ccccc2)cc1Cl (configuration not stated) returned CASP6 VEID inh 1, S100A4 inh HTS 2, SIRT5 inh -1, FN deposit inh 3 and LGR2 inh 1.
`C/C=C/c1ccc([C@H]2[C@@H](CNC(=O)NC(C)C)N(C(=O)C3CC3)[C@H]2CO)cc1` gave CASP6 VEID inh 5, S100A4 inh HTS -50, esBAF inh 1, SIRT5 inh -1, C2C12 statin 12, FN deposit inh -10 and LGR2 inh 18.
For O=C(CSc1ncn(-c2ccccc2)n1)N1CCc2ccccc21 the results were esBAF inh -5, C2C12 statin -1 and FN deposit inh -26.
`CCOc1ccc(NC(=O)C[n+]2ccc(N(C)C)cc2)cc1` gave CASP6 VEID inh 2, S100A4 inh HTS -4, esBAF inh 18, C2C12 statin -152 and FN deposit inh 2.
`COc1ccc(CN(C)C[C@@H]2OCCCC[C@@H](C)Oc3ccc(NS(=O)(=O)c4ccc(C)cc4)cc3C(=O)N([C@@H](C)CO)C[C@H]2C)cc1` gave CASP6 VEID inh -2, S100A4 inh HTS 2, esBAF inh 8, SIRT5 inh 3 and LGR2 inh -11.
CCC(=O)N1CCCCN2[C@@H](CO)[C@H](c3ccc(C#Cc4ccccc4)cc3)[C@@H]2C1 was read as CASP6 VEID inh 0, S100A4 inh HTS -30, SIRT5 inh -12 and LGR2 inh 5.
Screening Cc1ccc(-c2nnc(SCCC(=O)N3CCOCC3)o2)cc1 returned CASP6 VEID inh -5, S100A4 inh HTS -3, SIRT5 inh 7, FN deposit inh -6 and LGR2 inh -13.
